From PubChem
SIRT5 inh = sirtuin-5 (human) deacylase inhibition | Purified SirT5, succinyl-peptide AMC, trypsin-coupled fluorescence | inhibition, % at 15 µM | Q9NXA8 | 1.1% of 330,000 active; in the data active = inhibition above about 15%; inconclusive = no clear call, values can overlap the other calls
Target sequence (Q9NXA8 whole entry, looked up): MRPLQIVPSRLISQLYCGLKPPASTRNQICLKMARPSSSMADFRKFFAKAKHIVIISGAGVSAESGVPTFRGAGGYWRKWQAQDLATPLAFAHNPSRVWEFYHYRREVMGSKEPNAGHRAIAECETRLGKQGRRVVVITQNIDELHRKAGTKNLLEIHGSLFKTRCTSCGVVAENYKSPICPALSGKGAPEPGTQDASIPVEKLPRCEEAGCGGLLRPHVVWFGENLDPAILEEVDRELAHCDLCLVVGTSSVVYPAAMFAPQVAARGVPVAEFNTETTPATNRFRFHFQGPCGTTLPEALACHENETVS
miR-122 sensor = inhibitors of miR-122 in Huh7 cells; Huh7 miR-122 Renilla luciferase sensor, 48 h; neutral wells = 0, positive control = 100; activation (reporter increase), % at 12.5 µM; 0.3% of 340,000 active; AID 602342;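 active = mean replicate activation score at least 90 and every replicate individually at or above 90; inconclusive = only one of the two criteria met; inactive = neither criterion met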;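 also: higher luciferase means less miR-122 activity so hits act as miR-122 inhibitors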
ERp5 inh = ERp5 (human) disulfide isomerase inhibition. AID 651711. 0.05% of 350,000 active. inhibition, % at 9.99 µM. Q15084. ERp5 insulin aggregation, absorbance 650 nm, 90 min;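 active = mean replicate inhibition above about 25%, with every replicate also reaching it, limit read from the data, passing the limit was not always enough; inconclusive = only one of those two criteria met; inactive = neither criterion met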
Target sequence (Q15084 whole entry, looked up): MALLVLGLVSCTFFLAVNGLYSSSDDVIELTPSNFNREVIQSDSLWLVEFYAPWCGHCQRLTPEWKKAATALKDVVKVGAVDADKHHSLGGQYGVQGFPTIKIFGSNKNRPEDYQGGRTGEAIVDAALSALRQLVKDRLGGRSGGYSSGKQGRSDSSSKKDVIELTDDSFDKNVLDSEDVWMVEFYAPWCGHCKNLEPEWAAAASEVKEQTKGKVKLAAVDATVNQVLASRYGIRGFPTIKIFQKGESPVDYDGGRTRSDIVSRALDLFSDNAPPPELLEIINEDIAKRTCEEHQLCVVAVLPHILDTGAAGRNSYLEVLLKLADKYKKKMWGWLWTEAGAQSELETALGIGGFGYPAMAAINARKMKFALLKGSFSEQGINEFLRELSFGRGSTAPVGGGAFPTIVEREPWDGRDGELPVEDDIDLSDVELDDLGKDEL
esBAF inh = SWI/SNF esBAF complex inhibition. mouse ES cells, Bmi1-luciferase knock-in reporter, 24 h; 100% = twice the neutral-well signal. reporter increase, % at 12.5 µM. 2% of 350,000 active. AID 602393; in the data active = activation above about 40%; inconclusive = no clear call, values can overlap the other calls;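 also: 0% = median of the plate's neutral control wells and 100% = double that signal; a rise in the Bmi1 reporter signal indicates esBAF inhibition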
Statin myotox sup = protects C2C12 myotubes from simvastatin toxicity; ATP luminescence, 48 h; scaled: DMSO 0, geranylgeraniol control 100; rescue of ATP level, % at 7.49 µM; 0.78% of 330,000 active;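 active = mean ATP rescue above about 67%, or every replicate alone reaching that limit, limit read from the data, passing the limit was not always enough; inconclusive = no clear call, values can overlap the other calls; inactive = mean under the limit and some replicate under it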;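 also: myotubes were challenged with 10 µM simvastatin during compound exposure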
ARNT-TACC3 inh = disrupts binding between human ARNT and TACC3 | Q9Y6A5 | AlphaScreen His-ARNT PAS-B/GST-TACC3 binding, luminescence; TACC3 fragment carries E629A point mutation | inhibition, % at 9.99 µM | 0.66% of 390,000 active | AID 623870;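 active = mean inhibition of replicates at least 50% and at least half of replicates each reaching 50%; inconclusive = half or more replicates reach 50% but mean below 50%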;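 also: 0% = complete ARNT plus TACC3 wells and 100% = ARNT alone without TACC3; many hits fall short of the cut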
Cneo AK release = causes C. neoformans cell lysis | adenylate kinase release luminescence, 4 h; normalised: neutral wells 0, clomiphene wells 100 | lysis activity, % at 15 µM | 0.2% of 360,000 active;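 active = mean lysis activity across replicates of at least 80%, whatever share of replicates individually reach that level; inactive = mean lysis activity below 80%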
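Material – log-phase Cryptococcus neoformans yeast cells · Input – 5 × 10^6 yeast cells/mL · Medium – fresh YPD growth medium · Doses – single compound concentration per well · Timing – static 4 h at 37 °C with compound, 1 h detection · Detection – adenylate kinase release luminescence · Read-out – signal increase indicating cell lysis · Control set – Clomiphene as positive lysis control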
* marks the source's active call; other numbers are inactive results; [ ] = remark or other dose. The order is random. Share with any hit: about 4%.

Results for CCN(CC)C(=O)CN(c1cccc([N+](=O)[O-])c1)S(=O)(=O)c1ccccc1 ?
SIRT5 inh: 3; miR-122 sensor: -1; ERp5 inh: 4; esBAF inh: -5; Statin myotox sup: 10; Cneo AK release: -1

Results for Cc1cc(S(=O)(=O)Nc2ccccc2C)ccc1F ?
SIRT5 inh: -13; miR-122 sensor: 32; ERp5 inh: -2; esBAF inh: 14; Cneo AK release: -1

Results for O=C(NCc1cccs1)c1cccnc1Cl ?
miR-122 sensor: -7; esBAF inh: 6; Statin myotox sup: 11; ARNT-TACC3 inh: 1; Cneo AK release: -2

What do the screens show for `CCN(CCO)C(=O)CC(c1ccccc1)c1cc(Br)ccc1O` (stereo unspecified)?
miR-122 sensor: 2; esBAF inh: -4; Statin myotox sup: 28; ARNT-TACC3 inh: 10; Cneo AK release: 0

What do the screens show for `CC(C)NC(=O)C1COc2ccccc2O1` (stereo unspecified)?
SIRT5 inh: 0; ERp5 inh: 5; ARNT-TACC3 inh: 16

How did Cc1ccc(C(=O)c2c3ccc([N+](=O)[O-])cc3[n+]([O-])n2CCCC(N)=O)cc1 do in these assays?
miR-122 sensor: -1; ERp5 inh: 2; esBAF inh: -10; Statin myotox sup: 29; ARNT-TACC3 inh: -1; Cneo AK release: -1

What do the screens show for `CN=C(Nc1cccc(Cl)c1)SC1CC(=O)N(c2ccc(OC)cc2)C1=O` (stereo unspecified)?
SIRT5 inh: -4; miR-122 sensor: -5; ERp5 inh: -9

Results for Cc1ccc(N2C(=S)N=C(Nc3ccccc3C)C23CCOC(C)(C)C3)cc1 (stereo unspecified) ?
miR-122 sensor: 0; esBAF inh: -12; Statin myotox sup: 3; ARNT-TACC3 inh: -4; Cneo AK release: -1

Results for Cc1ccc(C(=O)Nc2ccccc2-c2ccccc2)cc1S(=O)(=O)Nc1ccccc1 ?
miR-122 sensor: 94*; ERp5 inh: -1; esBAF inh: -1; Statin myotox sup: 12; ARNT-TACC3 inh: 4; Cneo AK release: -1

How did CC(=O)Nc1cccc(NC(=O)CCN2C(=O)c3ccccc3S2(=O)=O)c1 do in these assays?
SIRT5 inh: -1; ERp5 inh: -2; esBAF inh: -4; Statin myotox sup: 0; ARNT-TACC3 inh: 1; Cneo AK release: 0

Results for Cn1c(N)c(S(=O)(=O)NCc2ccc(F)cc2)c(=O)n(C)c1=O ?
SIRT5 inh: -2; miR-122 sensor: -2; ERp5 inh: 4; esBAF inh: 3; Statin myotox sup: 3; ARNT-TACC3 inh: -3; Cneo AK release: -1

Results for C[C@@H]1CCCCO[C@@H](CN(C)CC2CC2)[C@H](C)CN([C@@H](C)CO)C(=O)c2cc(NC(=O)Nc3ccc(C(F)(F)F)cc3)ccc2O1 ?
miR-122 sensor: 4[16.7 µM]; esBAF inh: -2; ARNT-TACC3 inh: 5; Cneo AK release: -12

How did O=C(Nc1ccc(F)cc1)C1CCN(c2ncnc3c2nc2n3CCCCC2)CC1 do in these assays?
SIRT5 inh: 4; miR-122 sensor: -8; ERp5 inh: 4; esBAF inh: 5; Statin myotox sup: 3; ARNT-TACC3 inh: 3; Cneo AK release: -4

What do the screens show for `CCOC(=O)C1(CCc2ccccc2)CCN(C(=O)c2occc2C)CC1`?
SIRT5 inh: 1; miR-122 sensor: 5; ERp5 inh: 2; esBAF inh: 4; Statin myotox sup: 13; ARNT-TACC3 inh: -6

Results for Cc1sc2nc(SCC(=O)N(C)C)[nH]c(=O)c2c1C ?
miR-122 sensor: -2; esBAF inh: -5; Statin myotox sup: -1; ARNT-TACC3 inh: -1; Cneo AK release: -1

How did O=C(NC1CC1)C1CCN(C2CCN(C(=O)Cc3ccc4c(c3)OCO4)CC2)CC1 do in these assays?
SIRT5 inh: 3; miR-122 sensor: -5; ERp5 inh: 2; esBAF inh: -3; Statin myotox sup: -6; ARNT-TACC3 inh: -8; Cneo AK release: 0

How did CN(C)C(=O)c1cccc(-c2ccc3n(c2=O)C[C@H]2[C@H](CO)[C@@H](C(=O)NCC4CC4)N[C@@H]32)c1 do in these assays?
SIRT5 inh: -23; ERp5 inh: 0; esBAF inh: -1; Statin myotox sup: 3; ARNT-TACC3 inh: -5; Cneo AK release: 3

Results for Cc1ccc(F)c(S(=O)(=O)NC(=O)C2(C)CCN2C(=O)COc2ccc(Cl)cc2)c1 (stereo unspecified) ?
SIRT5 inh: -1; ERp5 inh: 2; esBAF inh: 5; Statin myotox sup: -7; Cneo AK release: -1

What do the screens show for `C[C@H]1CN([C@@H](C)CO)C(=O)c2cc(NC(=O)C3CCCCC3)ccc2O[C@H]1CN(C)Cc1ccccc1`?
SIRT5 inh: -5; miR-122 sensor: -5[16.7 µM]; ERp5 inh: -2; esBAF inh: 1; Statin myotox sup: 6; ARNT-TACC3 inh: -11; Cneo AK release: -45

Results for Cc1ccc2oc(C(=O)Nc3nnc(C)s3)c(C)c2c1 ?
miR-122 sensor: -6; esBAF inh: 65*; Statin myotox sup: -6; ARNT-TACC3 inh: -5; Cneo AK release: 0

How did Cc1ccc(-c2nc(CS(=O)CC(=O)NC3CCCC(C)C3C)c(C)o2)cc1 (stereo unspecified) do in these assays?
SIRT5 inh: -7; miR-122 sensor: 20; ERp5 inh: -5; esBAF inh: 3; Statin myotox sup: 14; ARNT-TACC3 inh: -1; Cneo AK release: 2

Results for O=C(NCC(O)c1ccccc1)c1ccc(Cl)c(S(=O)(=O)N2CCCCC2)c1 (stereo unspecified) ?
SIRT5 inh: -1; ERp5 inh: 5; ARNT-TACC3 inh: 4; Cneo AK release: 0

What do the screens show for `COc1ccc(-c2cc(C(=O)NCc3ccco3)c3ccccc3n2)c(OC)c1`?
SIRT5 inh: -2; ERp5 inh: -9; esBAF inh: -1; Statin myotox sup: 5; ARNT-TACC3 inh: -9; Cneo AK release: 2

What do the screens show for `O=C(CSc1nnc(-c2ccco2)o1)NC(=O)C1COc2ccccc2O1` (stereo unspecified)?
miR-122 sensor: 4; esBAF inh: 0; ARNT-TACC3 inh: 12; Cneo AK release: 1

How did C[C@@H]1CN([C@H](C)CO)C(=O)c2cc(-c3ccncc3)cnc2O[C@@H]1CN(C)C(=O)Cc1cccnc1 do in these assays?
SIRT5 inh: 1; miR-122 sensor: -1[16.7 µM]; ERp5 inh: 0; esBAF inh: -3; Statin myotox sup: -13; ARNT-TACC3 inh: -8; Cneo AK release: 7

Results for C[C@H]1CN([C@@H](C)CO)C(=O)Cc2cc(NC(=O)Nc3ccc(C(F)(F)F)cc3)ccc2O[C@H]1CN(C)Cc1ccc(Oc2ccccc2)cc1 ?
miR-122 sensor: 7[16.7 µM]; esBAF inh: -3; Statin myotox sup: inconclusive; ARNT-TACC3 inh: -1; Cneo AK release: -4

How did CC(NS(=O)(=O)c1ccccc1Cl)C1CC2CCC1C2 (stereo unspecified) do in these assays?
SIRT5 inh: -4; miR-122 sensor: 68; ERp5 inh: -5; esBAF inh: -10; Statin myotox sup: 37; ARNT-TACC3 inh: -29; Cneo AK release: -2

Results for CCOC(=O)N1CCN(C(=O)COC(=O)c2ccc([N+](=O)[O-])cc2Cl)CC1 ?
SIRT5 inh: 1; miR-122 sensor: -3; ERp5 inh: 0; esBAF inh: -2; Statin myotox sup: 9; ARNT-TACC3 inh: -2

How did O=C(CCC(=O)N1CCCC1)Nc1nnc(C(F)(F)F)s1 do in these assays?
miR-122 sensor: -4; esBAF inh: -2; Statin myotox sup: -5

What do the screens show for `COc1ccc(S(=O)(=O)N2CCN(CC(=O)NC(C)c3cccs3)CC2)cc1` (stereo unspecified)?
miR-122 sensor: 1; ERp5 inh: -1; esBAF inh: 8; Statin myotox sup: -2; Cneo AK release: 0

How did COCC1=C(C(=O)OC(C)OC(=O)OC(C)C)N2C(=O)[C@@H](NC(=O)/C(=N\OC)c3csc(N)n3)[C@H]2SC1 (stereo partly specified) do in these assays?
SIRT5 inh: -1; miR-122 sensor: -3; ERp5 inh: -3; esBAF inh: 2; Statin myotox sup: -1; ARNT-TACC3 inh: 29; Cneo AK release: -2

What do the screens show for `Nc1nc(SCC(=O)N2CCOCC2)[nH]c(=O)c1-c1ccccc1`?
SIRT5 inh: 4; miR-122 sensor: -3; ERp5 inh: 0; esBAF inh: 2; Statin myotox sup: 4; ARNT-TACC3 inh: 2; Cneo AK release: -2

Results for N#Cc1ccc(NC(=O)NN2CCCCCC2)cc1 ?
SIRT5 inh: -1; miR-122 sensor: 1; ERp5 inh: 5; esBAF inh: 5; Statin myotox sup: 0; ARNT-TACC3 inh: -2; Cneo AK release: 5

What do the screens show for `O=C1CCCc2ccccc2N1Cc1ccc(F)cc1`?
SIRT5 inh: 1; ERp5 inh: 6; ARNT-TACC3 inh: 1

What do the screens show for `O=C(NCCc1ccccc1)C1CCN(S(=O)(=O)N2CCC3(CC2)OCCO3)CC1`?
miR-122 sensor: -6; esBAF inh: 4; Statin myotox sup: 20; ARNT-TACC3 inh: 0; Cneo AK release: -5

What do the screens show for `COCCNC(=O)CSc1nc2scc(-c3ccccc3)c2c(=O)[nH]1`?
SIRT5 inh: 13; ERp5 inh: 4; ARNT-TACC3 inh: -2

What do the screens show for `Cc1ccccc1C(C(=O)NC1CCCCC1)N(C(=O)c1ccccn1)c1cccnc1` (stereo unspecified)?
SIRT5 inh: -5; miR-122 sensor: -1; ERp5 inh: -2; esBAF inh: -13; Statin myotox sup: 1; ARNT-TACC3 inh: 0; Cneo AK release: 1

What do the screens show for `COc1ccc(Nc2nc(C)cc(C)c2C(N)=O)cc1`?
miR-122 sensor: -1; esBAF inh: 9; Statin myotox sup: inconclusive; ARNT-TACC3 inh: 1; Cneo AK release: -2

What do the screens show for `CC(=O)N1[C@@H]2c3ccc(-c4cccnc4)c(=O)n3C[C@@H]2[C@@H](CO)[C@@H]1C(=O)NCc1ccccc1Cl`?
SIRT5 inh: -30; miR-122 sensor: -2[16.7 µM]; ERp5 inh: -6; esBAF inh: -5; Statin myotox sup: -3; ARNT-TACC3 inh: 5; Cneo AK release: -2

What do the screens show for `COc1ccc(NC(=O)CN2CCN(C(=O)c3ccco3)CC2)c(OC)c1`?
miR-122 sensor: -6; esBAF inh: -10; Statin myotox sup: 1; ARNT-TACC3 inh: 1; Cneo AK release: -2

How did Cc1cccc2nc(C(=O)Nc3cccc(C(=O)NC4CC4)c3)cn12 do in these assays?
SIRT5 inh: -1; miR-122 sensor: -7; esBAF inh: 31; Statin myotox sup: 15; ARNT-TACC3 inh: -1; Cneo AK release: -4

How did CN(Cc1cccc(F)c1)C(=O)c1cc(=O)[nH]c2ccccc12 do in these assays?
SIRT5 inh: -4; miR-122 sensor: 3; ERp5 inh: 3; esBAF inh: -4; Statin myotox sup: 1; ARNT-TACC3 inh: -4; Cneo AK release: -2

Results for Cc1ccc(-c2nn3nnnc3c3ccccc23)cc1C ?
miR-122 sensor: 17; esBAF inh: -5; Statin myotox sup: -3; ARNT-TACC3 inh: -6; Cneo AK release: -3

How did CNC(=O)CSc1nnc(-c2cccc(S(=O)(=O)N3CCOCC3)c2)n1-c1ccc(F)cc1 do in these assays?
miR-122 sensor: 12; esBAF inh: -11; ARNT-TACC3 inh: 0; Cneo AK release: 0

How did CCOc1ccccc1C(=O)N1CCN(C(c2ccccc2)c2ccccc2)CC1 do in these assays?
miR-122 sensor: -1; esBAF inh: -1; Statin myotox sup: 10; ARNT-TACC3 inh: 0; Cneo AK release: -2

Results for O=c1ncn(-c2cccc([N+](=O)[O-])c2)c2ccccc12 ?
SIRT5 inh: 1; miR-122 sensor: -18; ERp5 inh: -4; esBAF inh: 5; Statin myotox sup: 8; ARNT-TACC3 inh: -1; Cneo AK release: 4

How did COCC(=O)N(c1ccccc1)C(C)C(=O)OC (stereo unspecified) do in these assays?
SIRT5 inh: -1; miR-122 sensor: -1; ERp5 inh: 2; esBAF inh: 2; Statin myotox sup: 2; ARNT-TACC3 inh: -18; Cneo AK release: -3
